All columns: NCI-60 one-dose screen, growth in % after 48 h at 10 µM unless noted; 100 = growth as untreated, 0 = no growth, -100 = all killed.
HCC-2998: HCC-2998 colon cancer. actives 4.7% (n = 79,000). AID 1794799
UO-31: UO-31 renal cancer; AID 1794768; actives 5.2% (n = 81,000)
SW-620: SW-620 colon cancer. actives 5.2% (n = 82,000)
786-0: 786-0 renal cancer cells. actives 5.1% (n = 81,000). AID 1794775
HT29: HT29 colon cancer; AID 1794748; actives 7.4% (n = 81,000)
HCT-15: HCT-15 colon cancer. actives 5.2% (n = 82,000). AID 1794746
HCT-116: HCT-116 colon cancer; actives 7.3% (n = 82,000)
SN12C: SN12C renal cancer cells | actives 3.8% (n = 81,000)
TK-10: TK-10 renal cancer cells. actives 3.9% (n = 81,000). AID 1794769
* = called active by the depositor; x = no result given; & = joins results of further samples; [ ] = remark or other dose. How the source made its calls: active means growth percent below 10; inactive means the rest.

Start of the data: the first three records (preview)
SMILES	HCC-2998	UO-31	SW-620	786-0	HT29	HCT-15	HCT-116	SN12C	TK-10
O=C(c1cc2ccccc2[nH]1)N(CC(F)(F)F)C1CCC(NCc2ccccc2)CC1 (stereo not given)	99	64	96	87	70	95	88	95	91
Cc1cc2nc(C(Cl)Cl)nc(C)n2n1	101	82	102	98	96	104	106	97	98
COC1(OC)C2(Cl)CC(OC(C)=O)C1(Cl)C(Cl)=C2Cl (stereo not given)	115	90	109	100	109	104	107	105	116

All compounds of this part (from the top)
SMILES	HCC-2998	UO-31	SW-620	786-0	HT29	HCT-15	HCT-116	SN12C	TK-10
O=C(c1cc2ccccc2[nH]1)N(CC(F)(F)F)C1CCC(NCc2ccccc2)CC1 (stereo not given)	99	64	96	87	70	95	88	95	91
Cc1cc2nc(C(Cl)Cl)nc(C)n2n1	101	82	102	98	96	104	106	97	98
COC1(OC)C2(Cl)CC(OC(C)=O)C1(Cl)C(Cl)=C2Cl (stereo not given)	115	90	109	100	109	104	107	105	116
N#Cc1c(-c2ccc(Cl)cc2Cl)c(C#N)c(=O)n(-c2ccccn2)c1N	111	88	90	96	90	101	88	95	x
C[C@H](C(=O)NCc1ccc2c(c1)OCO2)C1CCN(C(=O)c2cc3ccccc3[nH]2)CC1	104	59	99	93	101	99	90	89	85
O=C1c2c(O)cc(O)cc2-c2c(-c3ccc(O)cc3)oc3cc(O)cc1c23	x	13	45	42	89	58	32	x	63
CCOC(=O)[C@]12CCC(C)(C)C[C@H]1C1=CC[C@@H]3[C@@]4(C)C/C(=C/c5cccnc5)C(=O)C(C)(C)[C@@H]4CC[C@@]3(C)[C@]1(C)CC2	76	42	64	82	62	65	43	74	107
Cn1cc(-c2nn3cc(-c4ccc(F)cc4)nc3s2)c2ccccc21	96	54	96	109	100	90	94	85	103
CSc1ncc2ncn(C3OC(CO)C(O)C3O)c2n1 (stereo not given)	124	111	97	110	108	114	102	120	122
O=C(O)/C=C\C(=O)Nc1cccc2ccccc12	97&118	72&60	106&99	111&113	110&98	97&102	101&103	92&98	121&107
S=C(Nc1ccccc1)N1CCN(c2ncnc3c2cnn3-c2ccccc2)CC1	103	68	102	94	105	112	110	97	116
CCOC(=O)c1nn(C2CCCCO2)c2ccc(NC(=O)Cc3cccc4ccccc34)cc12 (stereo not given)	97	64	98	85	98	71	67	88	97
Cn1cc(-c2cnc3ccc(NC(=O)Nc4ccc(F)c(Br)c4)cc3n2)cn1	49	17	40	39	40	19	22	46	52
CCn1cc(C(=O)O)c(=O)c2cc(F)c(N3CCN(C(=O)CSc4nc(-c5ccccc5)c(C#N)c(=O)[nH]4)CC3)cc21	79	77	103	101	95	107	77	99	89
Cc1ccc2nc(NC(=O)CSc3nc(-c4ccc(F)cc4)c(C#N)c(=O)[nH]3)sc2c1	105	78	96	102	112	114	96	107	159
CC(=O)Oc1c(C(=O)O)ccc2ccccc12	103&119	84&78	108&107	98&109	102&106	96&104	98&106	106&92	99&115
O=C1Nc2ccccc2/C1=N/n1c(N/N=C/c2nc(Br)cs2)n[nH]c1=S	120	64	100	102	112	111	97	97	148
Cc1cc2nc3c4cc(F)ccc4n(CC#N)c3nc2cc1C	96	52	103	72	99	93	50	87	162
CCCC(=O)OCC1OC(n2cnc3c(=S)nc(N)[nH]c32)C(OC(=O)CCC)C1OC(=O)CCC (stereo not given)	x	43	52	21	30	50	25	43	24
C#CCOc1ccc2ncnc(N3CCN(C(=O)C=C)CC3)c2c1	99[8.25 µM]	55[8.25 µM]	99[8.25 µM]	84[8.25 µM]	90[8.25 µM]	106[8.25 µM]	102[8.25 µM]	71[8.25 µM]	52[8.25 µM]
Cc1n[nH]c(C)c1N=Nc1ccc(C(c2ccc(N=Nc3c(C)n[nH]c3C)cc2)(c2ccc(N=Nc3c(C)n[nH]c3C)cc2)c2ccc(N=Nc3c(C)n[nH]c3C)cc2)cc1 (stereo not given)	124	90	113	111	118	108	106	94	133
CCCCOc1ccc(NC(=O)n2nc(N)c3cc(N)ccc32)cc1	77	65	110	95	89	74	81	82	83
COc1ccc(-n2c(/C=C/c3ccc(O)c(OC)c3)cc(/C=C/c3ccc(O)c(OC)c3)nc2=O)cc1	95	48	30	83	-59*	59	21	67	104
CCOC(=O)c1ccc2n1CCCc1cnc(NC3CCCC3)nc1-2	103	102	96	102	92	82	95	103	105
CCC#CC[C@H](O)C/C=C1/C(=O)C=C[C@@H]1C/C=C\CCCC(=O)O	x	114	124	110	109	98	91	x	110

(further entries)
SMILES	HCC-2998	UO-31	SW-620	786-0	HT29	HCT-15	HCT-116	SN12C	TK-10
COC(=O)[C@@H]1CC[C@]2(C)[C@H](CC[C@@H]3O[C@@]32C)[C@@]1(C)CC(=O)c1ccoc1	93	97	88	107	93	103	98	93	84
Cn1c(=S)c2[nH]c(SCCCC(=O)c3ccc(F)cc3)nc2n(C)c1=O	87	67	96	76	91	88	65	84	97
CCC(C)N(c1ccc(Cl)cc1)c1nc(-c2ccc([N+](=O)[O-])cc2)cs1 (stereo not given)	110	76	98	96	80	100	90	97	103
CC1(C)CC(=O)C2=C(C1)N(c1ccc(F)cc1F)C(N)=C(C#N)C2c1cc(Cl)ccc1Br (stereo not given)	102	86	99	102	92	99	104	99	108
Cc1ccccc1N1C(c2ccccc2)=NNC12C=CC(=O)c1c(O)cccc12 (stereo not given)	90	58	99	x	92	30	67	62	116
CCOC(=O)CCNc1nc(N)nc(N(C)Cc2ccccc2)c1C=O	108	93	106	96	104	107	101	104	97
COc1ccc(Cn2cc3c(c2-c2cc(OC)c(OC)c(OC)c2)CCc2cnoc2-3)cc1N	-9.3*	40	20	16	8.8*	17	0.1*	28	76
O=C(CCCC(=O)Nc1ccc(-n2nnc3cc(Cl)c(Cl)cc32)cc1)Nc1ccc(-n2nnc3cc(Cl)c(Cl)cc32)cc1	94	80	50	50	44	74	45	41	84
CC1(C)OC2OC3C(CNCCO)OC(c4ccccc4)OC3C2O1 (stereo not given)	112	87	106	114	105	113	108	104	110
CNC(=O)NC(=O)CC#N	108	85	98	101	96	112	101	94	110
Cc1ccc(C(=O)Nc2ccc(CNCCN3CCOCC3)c(C(F)(F)F)c2)cc1C#Cc1cnc2cccnn12	6.1*	19	14	14	2.4*	7.3*	2.5*	27	51
OC1CCC2CCCCC2C1 (stereo not given)	x	x	107	x	103	95	97	101	106
O=c1[nH]c2ccccc2n1CCCN1CCN(C(c2ccccc2)c2ccccc2)CC1	103	65	99	84	74	85	85	96	98
c1ccc(CC2(Cc3ccccc3)N=C(c3ccccc3)C(c3ccccc3)=N2)cc1	98	56	78	77	72	76	77	75	78
C=C(C)[C@@H]1CC[C@]2(CO)CC[C@]3(C)[C@H](CC[C@@H]4[C@@](C)(CCCN)[C@H](C(=C)C)CC[C@]43C)[C@@H]12	-80*	-43*	-90*	-99*	-54*	-82*	-88*	-98*	-63*
N=C(N)c1ccc(-c2ccc(-c3ccc(Cl)cc3Cl)s2)cc1	-66*	22	-52*	-18*	3.8*	-71*	-60*	16	110
COc1ccc(-c2cn3c(C(=O)Nc4ccccc4Cl)c(-c4ccccc4)c4c3n2CCCC4)cc1	x	63	82	91	26	61	73	83	72
COc1ccc(-c2nc3c(c(-c4ccccc4)nn3-c3ccccc3)c(-c3ccc(N4CCN(C)CC4)cc3)c2C#N)cc1	106	76	86	79	81	56	81	94	99
Cc1ccc2c(c1)/C(=N/c1nc(-c3ccccc3Cl)cs1)C(=O)N2	112	83	98	106	102	105	101	105	114
Cc1ccccc1C(N)=O	104	87	114	97	106	107	98	103	100
COc1ccc2c(NCCCCCCCCNc3c4ccccc4nc4cc(OC)ccc34)c3ccccc3nc2c1	-100*	-76*	-100*	-100*	-100*	x	-100*	-93*	-73*
COc1ccc(/C=C/c2nc(Oc3ccc(-c4ccn[nH]4)cc3)c3ccccc3n2)cc1	110	66	99	99	115	96	94	96	161
CC(C)C1=C[C@@]23CC[C@@H]4[C@](C)(CCC[C@]4(C)C(=O)N4CCOCC4)[C@H]2C[C@@H]1[C@H]1C(=O)OC(=O)[C@H]13	109	59	99	104	110	96	95	97	116
Cc1ccc(S(=O)(=O)Nc2ccc(-c3cnc(N)[nH]3)cc2)cc1	108	78	90	97	92	95	102	77	86
O=CC#Cc1ccccc1	110	81	94	102	109	92	88	108	86

Some of the entries so far, with bars between the fields.
Molecule | HCC-2998 | UO-31 | SW-620 | 786-0 | HT29 | HCT-15 | HCT-116 | SN12C | TK-10
CC(=O)Oc1c(C(=O)O)ccc2ccccc12 | 103&119 | 84&78 | 108&107 | 98&109 | 102&106 | 96&104 | 98&106 | 106&92 | 99&115
O=C1Nc2ccccc2/C1=N/n1c(N/N=C/c2nc(Br)cs2)n[nH]c1=S | 120 | 64 | 100 | 102 | 112 | 111 | 97 | 97 | 148

More results:
SMILES	HCC-2998	UO-31	SW-620	786-0	HT29	HCT-15	HCT-116	SN12C	TK-10
CC(C)(CO)CN1CCCC1	108	91	107	104	106	99	94	107	98
CS/C(Nc1ccccc1)=C(\C#N)C(=O)c1ccccc1	92	81	93	96	102	84	81	89	102
O=Cc1c(OCc2cnnn2CC(=O)Nc2ccc(F)cc2)ccc2ccccc12	94	73	98	103	103	96	93	100	115
CCN1CC2=C(Nc3nc(SC)[nH]c(=O)c3C2c2ccc(Cl)cc2)/C(=C/c2ccc(Cl)cc2)C1 (stereo not given)	80	42	91	92	61	70	54	72	x
c1cnc2c(c1)CCCC2	98	98	112	116	110	109	112	101	105
CCC(C(=O)O)C(=O)O	115	84	105	104	110	100	103	103	112
O=C(NNc1nc2cc(F)ccc2n2c(CN3CC4CNCC4C3)ccc12)c1cnccn1 (stereo not given)	32	20	23	16	29	18	16	27	22
CCCCCCCCCCCC1=NC(CO)(CO)CO1	96	87	105	98	96	99	101	98	98
CCCCCCC(=O)OCC(C)O (stereo not given)	103	87	109	105	94	97	101	95	102
CCOc1ccc2nc(C)cc(Nc3ccc(S(=O)(=O)N=C(N)N)cc3)c2c1	93	73	105	109	104	109	100	102	110
COc1cc2c(c(OC)c1)C1c3ccccc3NC(=O)N1CC2 (stereo not given)	53	37	21	41	6.4*	18	31	39	49
CC1(C)OB(c2ccccc2NC(=O)Nc2ccc(F)cc2)OC1(C)C	103	90	98	102	103	97	109	95	111
Cc1ccc(C2N3C(=O)CC[C@@H]3O[C@@H]3CCC(=O)N23)cc1 (stereo not given in full)	98	93	108	x	104	104	100	110	107
Cc1ccc(/C=C2/COC/C(=C\c3ccc(C)cc3)C2=O)cc1	102	97	106	112	112	111	72	100	112
O=c1[nH]c2nc(Br)[nH]c(=O)c2[nH]1	103	93	108	101	105	98	100	103	104
N#Cc1c(Nc2ccc(Br)cc2)n[nH]c1-c1cccs1	89	79	97	96	105	85	89	90	122
O=C(NNC(=O)c1ccc(NC(=O)c2ccccn2)cc1)NC1CCCCC1	112	81	104	100	108	105	102	101	99
O=C1c2ccccc2-c2ccc(Sc3ccc4c5c(cccc35)C(=O)c3ccccc3-4)c3cccc1c23	106	80	104	94	98	108	102	106	120
O=C(OCc1ccc2c(Cl)cc(Cl)c(O)c2n1)c1cc2cc(F)ccc2[nH]1	60	37	33	51	66	25	27	34	87
COc1ccc(C2CC(=O)c3c(O)cc(OC4OC(CO)C(O)C(O)C4OC4OC(C)C(O)C(O)C4O)cc3O2)cc1O (stereo not given)	98	84	116	98	97	98	91	x	91
Clc1ccc(-c2nc(-c3ccc(-c4nc5ccccc5[nH]4)cc3)no2)cc1	91	83	100	104	104	101	104	97	111
Cc1ccc(Nc2ccnc(Nc3ccc(-c4nnc(N)s4)cc3)n2)c(C)c1	98	86	97	97	75	98	101	113	x
Cc1ccnc2nc(C(=O)OCC(=O)Nc3ccc(-c4ccccc4)cc3)nn12	105	63	109	100	108	105	96	102	118
CCCCC(O)(CCCC)C(C)(C)C	109	98	101	110	100	100	92	99	95
C/C(=N\OC(=O)Nc1ccccc1)c1ccccc1	117	89	98	99	105	97	105	95	115

More results:
SMILES	HCC-2998	UO-31	SW-620	786-0	HT29	HCT-15	HCT-116	SN12C	TK-10
CC(=O)c1ccc(-c2cn3ccnc3c(-c3ccc4ncn(C5CCCCC5)c4c3)n2)cc1	113	77	107	107	91	84	84	94	110
CCOc1ccccc1N=C1NC(=O)CS1	99	87	101	103	108	103	107	104	106
COC(=O)[C@]12CCC(C)(C)C[C@H]1C1=CC[C@@H]3[C@@]4(C)C=C(N5CCOCC5)C(=O)C(C)(C)[C@@H]4CC[C@@]3(C)[C@]1(C)CC2	98	93	96	94	91	95	83	96	108
Oc1c(-c2nnc(-c3ccccc3)o2)sc2nnc(-c3ccccc3)c(-c3ccccc3)c12	70	x	64	80	103	37	47	61	91
C[C@@H]1C(=O)N(C[C@H](Cc2ccccc2)N(Cc2ccccc2)Cc2ccccc2)[C@]1(Cc1ccccc1)C(=O)OC(C)(C)C	84	41	64	73	46	71	41	57	51
N#Cc1c(-c2ccccc2)c(C#N)c(=O)n(-c2nccs2)c1N	101	91	99	106	105	93	98	97	x
O=c1[nH]c(-c2ccccc2)nc2sc3cc(O)ccc3c12	96	56	101	79	106	69	93	89	100
COc1ccc(C2c3[nH]c4ccc(Cl)cc4c3CCN2c2oc(CO)nc2C#N)cc1 (stereo not given)	57	54	33	65	23	22	32	66	94
CC(C)(O)c1ccccc1CC[C@@H](SC1(CC(=O)O)CC1)c1cccc(/C=C/c2ccc3ccc(Cl)cc3n2)c1	100	81	106	114	106	103	113	104	111
N#C/C(=C\c1ccc(-c2ccc(Cl)cc2Cl)o1)c1ccc(F)cc1	105	82	93	94	96	94	88	99	138

Reprinted at random: four records from the list.
SMILES	HCC-2998	UO-31	SW-620	786-0	HT29	HCT-15	HCT-116	SN12C	TK-10
CCC(C(=O)O)C(=O)O	115	84	105	104	110	100	103	103	112
O=c1[nH]c2nc(Br)[nH]c(=O)c2[nH]1	103	93	108	101	105	98	100	103	104
COc1ccc2c(NCCCCCCCCNc3c4ccccc4nc4cc(OC)ccc34)c3ccccc3nc2c1	-100*	-76*	-100*	-100*	-100*	x	-100*	-93*	-73*
CCCCCCCCCCCC1=NC(CO)(CO)CO1	96	87	105	98	96	99	101	98	98

An unsorted share of the library (roughly 12% active in at least one column).
